tuberculosis growth: growth inhibition of non-replicating M. tuberculosis (AID 488890); one-dose inhibition, % at 25 µM; IC50 in µM for titrated hits; actives 0.39% (n = 320,000); Mycobacterium tuberculosis non-replicating, growth inhibition; higher % means a stronger effect; in the data active means a potency from the dose series; inconclusive means inhibition mostly from about 82% at the one dose, without a potency; inactive means the rest, 99 in 100 with inhibition below about 76%;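 further: plate controls were DMSO cells for no effect and high antibiotic wells for full effect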
H37Rv inhibition: M. tuberculosis growth inhibition, HTS (AID 449762) | M. tuberculosis H37Rv growth inhibition, 7H9 media; higher % means a stronger effect | one-dose inhibition, % at 25 µM; IC50 in µM for titrated hits | actives 0.59% (n = 330,000); in the data active means a potency from the dose series; inconclusive means inhibition above about 70% without an active follow-up result;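 further: bacterial growth assessed after seven days of incubation; strong numbers were not always called active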
PhoP GFP inhibition: PhoP regulon inhibitors, Salmonella typhi PhoP promoter GFP reporter, confirmatory (AID 1850). Salmonella Typhi PhoP-promoter GFP reporter, fluorescence, 4 h; higher % means a stronger effect. actives 0.33% (n = 310,000). inhibition, % at 50 µM, or IC50 in µM where a hit was titrated; in the data active means a potency from the dose series; inconclusive means inhibition mostly from about 25% at the one dose, without a potency; inactive means the rest, 99 in 100 with inhibition below about 19%;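 further: 0% = induced wells with vehicle and 100% = uninduced wells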
VEEV TC-83 Vero: inhibitors of VEEV TC-83 cytopathic effect, confirmation, Vero cells (AID 588727); Vero cells, VEEV TC-83 cytopathic effect inhibition; higher % means a stronger effect; inhibition, % at 20 µM; hits with a dose series show IC50 in µM; actives 0.13% (n = 350,000); in the data active means a potency from the dose series; inconclusive means inhibition mostly from about 14% at the one dose, without a potency; inactive means the rest, 99 in 100 with inhibition below about 12%; further: strong numbers were not always called active
influenza NS1A: H1N1 influenza NS1A inhibitors, functional cell based assay (AID 504329); NS1A functional cell-based assay, percent inhibition; higher % means a stronger effect; inhibition, % at 12.5 µM; hits with a dose series show IC50 in µM; actives 0.3% (n = 340,000); in the data active means a potency from the dose series; inconclusive means inhibition above about 27% without an active follow-up result; further: strong numbers were not always called active
VEEV TC-83 Vero 10K pilot screen: also measured in VEEV TC-83 Vero; calls as there; inhibition, %; measured here: 10K pilot screen inhibition
* marks the source's active call; other numbers are inactive results; i = inactive; ? = inconclusive; / = not tested or not shown.

SMILES	tuberculosis growth	H37Rv inhibition	PhoP GFP inhibition	VEEV TC-83 Vero	influenza NS1A	others
NC(N)=NS(=O)(=O)c1ccc(NC(=S)NC(=O)/C=C/c2cccs2)cc1	-3%	2%	4%	i	12%
Cc1ccc(C)c(-c2nnc(NC(=O)c3ccc([N+](=O)[O-])o3)o2)c1	0.46µM*	?	22%	4.8%	3%
O=C(COC(=O)/C=C/c1ccc([N+](=O)[O-])cc1)NCc1ccccc1	42%	-6%	-9%	0.9%	-1%
CCOC(=O)c1ccc(NC(=O)c2nc(S(=O)(=O)Cc3ccccc3)ncc2Cl)cc1	46%	3%	0%	i	-6%
CCOC(=O)c1c(NC(=S)Nc2ccccc2)sc2c1CCN(C)C2	-10%	-7%	-5%	0.8%	-10%
O=C(NCCOc1ccccc1)c1ccccc1NC(=O)C1CCCO1 (stereo not given)	-1%	-3%	17%	0.3%	-4%
CCCNc1ncnc2sc(C)c(C)c12	11%	-5%	-3%	0.1%	0%
CC(=O)NNC(=O)c1cc2c3ccccc3n(C)c2s1	9%	-4%	10%	5.7%	5%
O=C(COc1ccccc1)N(Cc1ccccc1)c1nc(-c2ccccc2)cs1	6%	6%	-5%	4.5%	3%	VEEV TC-83 Vero 10K pilot screen=1.2
COc1cccc(NC(=S)NNC(=O)Cn2nc([N+](=O)[O-])cc2C)c1	-11%	-4%	-2%	0.3%	4%
Cc1nc([N+](=O)[O-])cn1CC(=O)Nc1ccc(F)c(Cl)c1	-2%	7%	-3%	0.1%	3%
COc1ccc(NC(=O)CSc2cc(C)ccc2C)cn1	7%	-4%	6%	1.1%	2%
CCOc1ccc(C(C(=O)NC2CCCC2)N(CCOC)C(=O)CNC(=O)c2ccco2)cc1 (stereo not given)	-7%	8%	1%	0.5%	7%
CCN(CC)S(=O)(=O)c1ccc2c(c1)nc(SCC(N)=O)n2-c1ccc(OC)cc1	39%	12%	0%	4.9%	0%
C=C(C)CSc1nnc(CCCCCNC(=O)OC(C)(C)C)o1	34%	12%	-4%	i	-6%
O=C(CNC(=O)c1ccccc1)OCc1cccc(Br)c1	14%	1%	4%	0.3%	7%
S=c1[nH]ncn1-c1ccccn1	14%	-1%	-2%	1.6%	-7%
COc1cc([N+](=O)[O-])cc(/C=N/N(CCC#N)C(C)=O)c1O	-1%	12%	9%	1.0%	4%
COc1ccc(Cl)c(Cn2c(NCCCN(C)C)nc3c2c(=O)n(C)c(=O)n3C)c1	2%	0%	-4%	2.4%	-1%
O=C(NNc1ccccn1)c1ccc(Cl)nc1	-2%	7%	3%	0.0%	11%
CCOc1ccc(CCNC(=O)Nc2ccccc2C)cc1OCC	15%	24%	-8%	1.6%	-1%
Cc1ccc2nc(N3CCN(S(=O)(=O)c4ccc(C)c(Cl)c4)CC3)c(C#N)cc2c1	4%	0%	9%	i	4%
COc1cc(NC(=O)CN2CCN(c3ccccn3)CC2)cc(OC)c1OC	-10%	-3%	-14%	i	-3%
O=C(O)c1sccc1SCc1ccc(Cl)c(Cl)c1	62%	5%	-11%	0.5%	-3%
CCOc1ccc(CN2C(=O)CC(=O)N(S(=O)(=O)c3ccc(OCC)cc3)C2=O)cc1	1%	-17%	-5%	1.0%	-15%
CS(=O)(=O)N1CCC(C(=O)Nc2cccc(Br)c2)CC1	-2%	-6%	6%	0.5%	-3%
COc1ccc(N(CC(=O)NCC2CCCO2)C(=O)CCC(=O)Nc2cc(C)on2)cc1OC (stereo not given)	-7%	-6%	-49%	i	11%
CCOC(=O)CSc1nnc(NC(=O)c2cccc(S(=O)(=O)N3CCCC3)c2)s1	71%	?	-7%	0.6%	20%
Cc1cc(OCC(=O)N(C)Cc2ccccc2)cc(C)c1Cl	?	1%	-2%	0.4%	-4%
Cc1ccc(C)c(NC(=S)NCCc2c[nH]c3ccccc23)c1	67%	0%	-12%	i	7%
O=C(COc1ccc2ccccc2c1CN1CCOCC1)N1CCc2ccccc21	46%	3%	1%	1.2%	-6%
COC(=O)c1ccc(OCC(O)CN2C(=O)c3ccccc3S2(=O)=O)cc1 (stereo not given)	-4%	-3%	3%	i	3%
COc1ccc(S(=O)(=O)NC(C)C(=O)NCc2cccnc2)cc1Cl (stereo not given)	-15%	-11%	-1%	0.7%	-8%
COc1ccc(/C=N/NC(=O)c2ccoc2C)cc1COc1ccc(Cl)cc1	-9%	3%	6%	10%	7%
CCN(CC)S(=O)(=O)c1ccc(C(=O)Nc2ccc(OCC(=O)N3CCOCC3)cc2)cc1	-3%	2%	-1%	0.8%	-10%
CS(=O)(=O)c1ccc(Cl)c(NC(=O)c2cccc(-n3cnnn3)c2)c1	-9%	-4%	5%	3.0%	2%
CC(C)(CNC(=O)c1cc(-c2ccc(Cl)s2)nc2ccccc12)N1CCOCC1	19%	?	-2%	7.0%	-11%
Cc1cc(NC(=O)CSc2nnc3c(C)cc4ccccc4n23)no1	-12%	-6%	-5%	i	0%
CCN1CCCC1CNC(=O)c1ccc2c(c1)N(Cc1cccc(Cl)c1)C(=O)c1ccccc1S2(=O)=O (stereo not given)	38%	0%	-13%	i	1%
COc1cc(OC)c(-c2sc(Nc3ccccc3)n[n+]2-c2ccc(F)cc2)cc1OC	6%	-4%	-5%	0.0%	13%	VEEV TC-83 Vero 10K pilot screen=0.9
O=C(NCCNC(=O)c1cc(Cl)ccc1Cl)c1ccco1	-6%	3%	2%	1.4%	4%
COc1cc(CN2CC(=O)N(c3ccc(C)c(C)c3)C2=S)cc(OC)c1OC	1%	-6%	-7%	6.1%	-1%
CC(=O)NC(CC(=O)c1ccc([N+](=O)[O-])cc1)C(Cl)(Cl)Cl (stereo not given)	-4%	13%	-11%	0.9%	2%
CN(CCc1ccccn1)C(=O)CC1C(=O)NCCN1Cc1ccccc1C(F)(F)F (stereo not given)	0%	-6%	8%	0.6%	-2%
CC1=NOC(=O)/C1=C/c1ccc(-c2ccc(Cl)cc2)o1	?	5.2µM*	-4%	49%	6%
COc1ccnc(Oc2ccccc2)c1C(N)=O	-17%	-5%	12%	i	1%
CCCC(=O)N1CC(=O)Nc2ccc(F)cc2C1c1ccccc1 (stereo not given)	/	-18%	4%	0.9%	-3%
Cc1ccc(C(=O)Nc2ccncc2)cc1S(=O)(=O)N1CCOCC1	6%	-7%	-1%	3.2%	7%
O=[N+]([O-])c1cccc(/C=N\N2CCN(Cc3ccccc3Cl)CC2)c1	/	8%	-11%	i	15%	VEEV TC-83 Vero 10K pilot screen=0.0
CN(C)C(=O)c1ccc(NC(=O)c2cccc(S(=O)(=O)N3CCCCCC3)c2)cc1	22%	3%	/	0.3%	-13%
Clc1ccc(OCc2nc(-c3ccncc3)no2)c(Br)c1	21%	1%	5%	5.5%	32%
Nn1c(SCc2cccc(F)c2)nnc1-c1cccnc1	4%	-6%	-7%	0.7%	13%
CN(C)/C=C/C(=O)c1cnc(-c2cccc(Cl)c2)s1	29%	-5%	6%	1.2%	-16%
Cc1cccc(NC(=O)CCN2C(=O)C3C4C=CC(C4)C3C2=O)c1 (stereo not given)	-14%	-5%	-1%	2.6%	27%
COc1ccc2c(c1)C1OCCC1C(c1ccco1)N2 (stereo not given)	2%	-3%	14%	i	-8%
CNC(=S)NC1CC2CCCC(C1)N2Cc1ccccc1OC (stereo not given)	3%	-1%	-4%	1.6%	2%
CC(C)c1ccc(CN2C(=O)NC3(CCCCCC3)C2=O)cc1	10%	9%	2%	0.9%	10%
CC(C)[C@H](NC(=O)OCc1ccccc1)C(=O)OCC(=O)NCCc1ccccc1	24%	1%	-12%	0.5%	-9%
CCC(Sc1ncccc1C(=O)OC(C)C)C(=O)N1CCOCC1 (stereo not given)	-2%	-9%	-6%	2.4%	3%
CC(C)N(Cc1ccco1)/N=C/c1c(O)n(Cc2ccccc2)c(=O)[nH]c1=O	4%	-4%	-4%	1.5%	-2%
Carrying on:
SMILES	tuberculosis growth	H37Rv inhibition	PhoP GFP inhibition	VEEV TC-83 Vero	influenza NS1A	others
CN(C)c1ccnc2sc3c(SCc4ccc(Cl)cc4)ncnc3c12	7%	6%	-7%	4.6%	-7%
O=C(NC(=S)NCCO)c1sc2ccccc2c1Cl	46%	-1%	7%	i	4%
O=C1c2oc3ccccc3c(=O)c2C(c2cccc(F)c2)N1CCCO (stereo not given)	6%	-6%	-5%	1.0%	0%
CCN(CC(=O)Nc1cccc(OC)c1)CC(=O)Nc1cccc2ccccc12	16%	1%	/	8.8%	-2%
CCN(CC)S(=O)(=O)c1cccc(C(=O)N/N=C/c2ccc([N+](=O)[O-])o2)c1	46%	?	-32%	1.3%	-4%
Cc1cc(C)c(S(=O)(=O)n2cnc3ccccc32)c(C)c1	-1%	0%	-6%	i	2%
CCOc1ccc2nc(NC(=O)CSc3nc(-c4ccccc4)c(C#N)c(=O)[nH]3)sc2c1	/	/	/	0.8%	1%	VEEV TC-83 Vero 10K pilot screen=0.9
CC1(/[N+]([O-])=C/c2ccc(Cl)cc2Cl)CCCCC1=O (stereo not given)	1%	4%	1%	i	/
CCCN(Cc1nnc(-c2ccccc2Cl)o1)C(=O)c1cc(S(=O)(=O)N2CCOCC2)ccc1F	25%	5%	7%	9.5%	-9%
COc1ccc(NC(=S)N2CCC(NC(=O)c3ccc(OC)cc3)CC2)cc1	-11%	9%	-33%	0.6%	12%
CC(C)CNc1cc(N2CCCC2)ccc1[N+](=O)[O-]	25%	38%	-6%	i	11%
NC1=NC(=O)/C(=C/c2cccc(F)c2)S1	2%	4%	10%	2.7%	0%

7 compounds from above, ordered by SMILES length, lowest first.
SMILES	tuberculosis growth	H37Rv inhibition	PhoP GFP inhibition	VEEV TC-83 Vero	influenza NS1A	others
Cc1cc(C)c(S(=O)(=O)n2cnc3ccccc32)c(C)c1	-1%	0%	-6%	i	2%
CN(C)c1ccnc2sc3c(SCc4ccc(Cl)cc4)ncnc3c12	7%	6%	-7%	4.6%	-7%
CC1(/[N+]([O-])=C/c2ccc(Cl)cc2Cl)CCCCC1=O (stereo not given)	1%	4%	1%	i	/
O=C1c2oc3ccccc3c(=O)c2C(c2cccc(F)c2)N1CCCO (stereo not given)	6%	-6%	-5%	1.0%	0%
CCN(CC(=O)Nc1cccc(OC)c1)CC(=O)Nc1cccc2ccccc12	16%	1%	/	8.8%	-2%
COc1ccc(NC(=S)N2CCC(NC(=O)c3ccc(OC)cc3)CC2)cc1	-11%	9%	-33%	0.6%	12%
CCCN(Cc1nnc(-c2ccccc2Cl)o1)C(=O)c1cc(S(=O)(=O)N2CCOCC2)ccc1F	25%	5%	7%	9.5%	-9%

Continued.
SMILES	tuberculosis growth	H37Rv inhibition	PhoP GFP inhibition	VEEV TC-83 Vero	influenza NS1A	others
COc1ccc(NC(=O)COC(=O)CO/N=C(\C)c2ccc3c(c2)OCO3)cc1S(N)(=O)=O	/	7%	/	2.5%	-9%
O=C(Nc1nnc(SCc2ccc(F)cc2)s1)C1CC(=O)N(c2ccc3c(c2)OCCO3)C1 (stereo not given)	45%	8%	-6%	0.6%	22%
Cc1ccc(N2C(=O)CC(Sc3ncn[nH]3)C2=O)cc1C (stereo not given)	70%	-7%	13%	2.9%	2%
O=C(Nc1nnc(-c2cccs2)o1)C1CC1	/	-2%	6%	i	27%
CCOC(=O)C1CCN(c2cc(=O)n(Cc3ccc(F)cc3)c(=O)[nH]2)CC1	-29%	-8%	5%	0.2%	6%
COc1ccc(COC(=O)C2=C(C)NC(=O)NC2c2ccccc2F)cc1 (stereo not given)	7%	6%	-5%	5.9%	2%
CC(C)N1CCN(c2ccc(S(=O)(=O)N3CCOCC3)cn2)CC1	-15%	-15%	-5%	0.8%	-4%
Cc1ccc(CNC(=O)CSc2nc(C)cs2)cc1	62%	-1%	11%	0.4%	-8%
Fc1ccc(-c2cn(-c3ccccc3)c3[n+]2CCS3)cc1	-6%	-7%	12%	1.1%	-20%
COc1ccc(C2C(C(=O)N3CCCC3)c3cc(OC)c(OC)cc3C(=O)N2C)cc1 (stereo not given)	6%	7%	-1%	1.6%	14%
CC(=O)C1=C(O)C(=O)N(C)C1c1ccccc1F (stereo not given)	-3%	9%	5%	1.4%	-3%
O=C(NCC(=O)N(c1cnc2ccccc2c1)C(C(=O)NC1CCCC1)c1ccncc1)c1ccco1 (stereo not given)	-1%	-6%	4%	0.8%	4%	VEEV TC-83 Vero 10K pilot screen=1.5
CCOC(=O)c1sc2nc(C)nc(NC3CCC(O)CC3)c2c1C (stereo not given)	-4%	12%	2%	1.6%	0%

Screens deposited in PubChem BioAssay by Southern Research Specialized Biocontainment Screening Center.

Compounds were not picked by outcome. About 1.4% of those tested had a hit in this group.
